Shiga toxin inh = blocks Shiga toxin action in Vero cells | Vero cells, Shiga toxin protein synthesis inhibition reporter | inhibition, % at 38.7 µM | 9.2% of 290,000 active; in the data active = inhibition mostly above about 28%, no sharp cut-off; inactive = mostly below about 43%; also: 0% is about no effect
CHX counter = counter-screen hit for Shiga toxin inhibitors, cycloheximide. cell reporter, cycloheximide protein synthesis inhibition counterscreen. max response, %. 12% of 300,000 active. AID 2314; in the data active = max response mostly above about 13%, no sharp cut-off; inactive = mostly below about 14%; also: read at 38.3 µM for the half of the compounds with a filed dose; 0% is about no effect
TbPYK inhibitor = blocks Trypanosoma brucei pyruvate kinase | TbPYK enzyme, Kinase-Glo Plus ATP luminescence, 45 min | Potency, µM (doses to about 76.8 µM), inactives show at the highest dose activity, negative = inhibition, hits mostly inhibitors | 0.12% of 410,000 active | AID 624173; also: potency is read from the fitted curve at half-maximal effect; % is scaled to controls: 0 for no effect and ±100 for the full control effect; nearly all actives have a fitted effect of over 50% in size
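Glycolytic pyruvate kinase of T. brucei was incubated with substrate, test compound and 130 uM ADP for 45 minutes at room temperature. Luminescent Kinase-Glo Plus signal was measured after 10 minutes.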
LmPK inh = LmPK (Leishmania mexicana) enzyme inhibition | purified LmPK, Kinase-Glo ATP luminescence, 1 h | 0.37% of 290,000 active | Q27686 | Potency, µM (top dose mostly 57.5 µM), for inactives: at the highest dose activity change, negative = inhibition, hits mostly inhibitors; also: potency is read from the fitted curve at half-maximal effect; % is scaled to controls: 0 for no effect and ±100 for the full control effect
Target sequence (Q27686 whole entry, looked up): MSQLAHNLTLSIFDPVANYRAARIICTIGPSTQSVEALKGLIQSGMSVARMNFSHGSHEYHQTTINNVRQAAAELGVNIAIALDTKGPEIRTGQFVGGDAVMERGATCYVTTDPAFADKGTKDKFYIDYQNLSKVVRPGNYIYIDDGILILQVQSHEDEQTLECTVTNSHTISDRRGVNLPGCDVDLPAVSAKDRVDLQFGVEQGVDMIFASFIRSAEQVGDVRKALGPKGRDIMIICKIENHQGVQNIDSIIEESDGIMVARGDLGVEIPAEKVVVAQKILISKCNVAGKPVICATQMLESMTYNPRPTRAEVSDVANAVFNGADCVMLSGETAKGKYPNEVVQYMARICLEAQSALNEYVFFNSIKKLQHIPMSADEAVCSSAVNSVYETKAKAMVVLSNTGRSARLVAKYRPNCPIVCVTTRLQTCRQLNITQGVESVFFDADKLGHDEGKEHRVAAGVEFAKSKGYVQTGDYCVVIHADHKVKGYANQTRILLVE
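Screened at intermediate enzyme activity to detect both inhibitors and activators: LmPK at 0.1 nM, with a 0.5 nM enzyme column as activation reference. PEP 0.5 mM, ADP 0.1 mM; ATP detected by luminescence after 1 h.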
Pf growth 48h = inhibits P. falciparum growth in the first generation, 48 h; P. falciparum luciferase growth in erythrocytes, 48 h; Potency, µM (top dose mostly 28.7 µM), for inactives: at the highest dose activity change, negative = inhibition, usual class: inhibitors; 5.9% of 310,000 active; AID 504832; also: potency is read from the fitted curve at half-maximal effect; % is scaled to controls: 0 for no effect and ±100 for the full control effect
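Read-out is firefly luciferase luminescence from an integrated reporter in P. falciparum, so falling signal marks reduced parasite growth. Infected erythrocytes were at 2% hematocrit and 0.1% parasitemia (final) in Albumax-supplemented RPMI 1640.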
HCV inh = blocks hepatitis C virus. Huh7.5.1 HCVcc-Cre infection, luciferase reporter, 44 h. Potency, µM (highest dose often 41.8 µM), for the others: top-dose activity change, negative = inhibition, most hits filed as inhibitors. 3.4% of 340,000 active; also: potency is read from the fitted curve at half-maximal effect; % is scaled to controls: 0 for no effect and ±100 for the full control effect
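Whole-lifecycle infectious HCVcc-Cre system; cells 1,000/well, compound then virus (~0.5 moi) added 4 h after plating, 44 h culture. Luciferase read 15 sec following 15 min substrate incubation, room temp.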
Pf growth 96h = P. falciparum growth inhibition at 96 hour, primary screen for plastid delayed-death inhibitors; P. falciparum luciferase reporter growth, 96 h; Potency, µM (series often up to 28.7 µM), without a hit: at the highest dose activity change, negative = inhibition, hits mostly inhibitors; 6.9% of 320,000 active; AID 504834; also: potency is read from the fitted curve at half-maximal effect; % is scaled to controls: 0 for no effect and ±100 for the full control effect
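Delayed-death screen, second-generation endpoint: infected erythrocytes, 2% hematocrit, 0.05% parasitemia final; 96 hours at 37 C, 5% CO2; luciferase detection reagent; luminescence decrease equals reduced growth.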
The depositor's hits bear a star; u = inconclusive; x = not tested or not shown; & = joins results of further samples; [ ] = remark or other dose. Unless noted, calls follow the shape of the dose curve; as a rule, active = well fitted curve in the direction sought with a large enough effect; inconclusive = small, poorly fitted or top-dose-only effect, or another doubt; inactive = no such curve, though single readings can be large; an effect the other way counts as inactive or inconclusive.

SMILES	Shiga toxin inh	CHX counter	TbPYK inhibitor	LmPK inh	Pf growth 48h	HCV inh	Pf growth 96h
COc1ccc(OC)c(NC(=O)CCN2CCN(Cc3ccccc3)CC2)c1	-10	1	2%	4%	13µM*	u	-5%
O=C(O)C(CCCCN1C(=O)c2ccccc2C1=O)N1C(=O)c2ccccc2C1=O (configuration not stated)	-11	4	-5%	1%	31%	-11%	10µM*
CC(Nc1cccc(F)c1)C(=O)Nc1ccc(S(N)(=O)=O)cc1 (configuration not stated)	-18	-2	6%	3%	-24%	-6%	0%
Cc1ccsc1/C=C1/SC(N2CCOCC2)=NC1=O	42	21	x	u	u	0%	8%
O=C(NCc1ccccn1)C1CCC(=O)N(Cc2ccc(Cl)cc2)C1 (configuration not stated)	-2	2	-3%	2%	u	-9%	-3%
OCCN1CCN(C(=S)c2ccc(Cl)c(Cl)c2)CC1	3	2	u	1%	-11%	3%	0%
O=C(C1CCC1)N1CCc2cc(S(=O)(=O)NC3CCCc4ccccc43)ccc21 (configuration not stated)	7	11	1%	-6%	x	-21%	19%
Nc1nc(Nc2ccccc2F)nc(N2CCCC2)c1[N+](=O)[O-]	107*	51*	-16%	0%	100%[activator]	8.9µM*	127%[activator]
CC(C)(C)c1nc2scc(-c3ccc(Cl)cc3)c2c(=O)o1	-33	16	-3%	2%	5%	11%	x
CCC(C(=O)Nc1ccncc1)c1ccccc1 (configuration not stated)	-6	-2	2%	1%	4.7µM*	4%	26%
COc1ccc(Nc2nc(C(=O)NCc3ccco3)cs2)cc1	44	14*	3%	0%	u	u	u
COC(=O)C1=C(c2cccc(OCc3ccccc3)c2)C[C@@H]2CC[C@H]1N2C(=O)NCCCc1ccccc1	x	x	-7%	x	9.3µM*	u	u
Cc1cc(C)n2c(-c3ccccc3Cl)nnc2n1	10	1	-11%	4%	3%	18%	1%
O=C(CC1SCCNC1=O)Nc1cccc([N+](=O)[O-])c1 (configuration not stated)	13	9	-1%	3%	69%[activator]	11%	21%
CC(C)c1ccc(S(=O)(=O)/N=C2\C=C(NS(=O)(=O)c3ccccc3)C(=O)c3ccccc32)cc1	-3	7	0%	-1%	-30%	-13%	4%
O=C1CSC(c2ccccc2Br)N1c1ccc(Cl)cn1 (configuration not stated)	-4	15	-8%	10%	-17%	18%	21%
CCN(CC(F)(F)C(F)F)S(=O)(=O)c1ccc(NC(=O)OC)cc1	-8	-1	-30%	0%	24%	9%	u
CCOc1ccc(CCNC(=O)CCC(=O)N2CCOc3ccccc32)cc1OCC	12	-3	2%	-6%	2%	u	2%
CCOc1ccc(-c2c(C(=O)N/N=C/C3CCCCC3)nnn2-c2nonc2N)cc1	-6	-4	2%	7%	0%	17%	27%
CC(=O)NC(Cc1c[nH]c2ccccc12)C(=O)O (configuration not stated)	-11	-2	2%	2%	60%[activator]	15%	u
COc1ccc(C2CCCN2C(=O)c2cccs2)cc1 (configuration not stated)	-20	-5	1%	-3%	-4%	-11%	u
CCOc1cc(C2C(C(=O)OC(C)C)=C(C)NC3=C2C(=O)CCC3)cc([N+](=O)[O-])c1O (configuration not stated)	-2	-1	-2%	1%	u	0%	17%
Fc1ccc2c(c1)C1OCCCC1C(c1ccccc1)N2 (configuration not stated)	-5	-3	0%	1%	18%	7%	8%
O=C(Oc1cccc2cccnc12)c1cccc(-n2cnnn2)c1	20	20	3%	-1%	35%	6%	0%
CCn1c(SCC(=O)Nc2ccccc2C)nc2nc3c(cc2c1=O)COC(C)(C)C3	3	-1	0%	5%	u	10µM*	u
Cc1cccc(NC2=CC(=O)CC(C)(C)C2)c1C	-35	-2	0%	8%	3%	16%	-24%
COc1ccc(/C=N/NS(=O)(=O)c2ccc(C)cc2)cc1OC(=O)c1ccc(C)cc1	-9	0	-6%	2%	-2%	-8%	x
CC(NC(=O)c1ccc(Br)o1)C1CC2CCC1C2 (configuration not stated)	-2	-1	3%	-4%	-8%	-2%	1µM*
COc1ccccc1OCCNC(=O)CN1C(=O)NC2(CCCCC2)C1=O	x	x	-8%	x	-26%	-10%	-5%
Cc1ccc2[nH]c3c(NCc4ccco4)ncnc3c2c1	87*	19*	0%	1%	u	11µM*	u
CCOc1ccc(OCC(=O)Nc2nccs2)cc1	-2	13	22µM*	10µM*	-60%	-2%	3%
Cc1ccc[n+](-c2nc([O-])sc2/C=N/Nc2ccc([N+](=O)[O-])cc2)c1	1	0	-27%	-27%	11%	7%	21%
Cc1cc(CNC(=O)CC2C(=O)NCCN2Cc2ccc(-c3ccccc3)cc2)nn1C (configuration not stated)	-1	2	1%	-2%	-13%	-19%	9.3µM*
COC(CCN(C)C)(c1ccccc1)c1ccccc1	-10	1	1%	0%	13%	-22%	8%
CCOc1cc(C=O)ccc1OCCn1c([N+](=O)[O-])cnc1C	-4	-1	-1%	4%	-13%	12%	5%
O=C(COc1ccc(-c2ccccc2)cc1)N/N=C/c1cccnc1	-9	18	-14%	-2%	0%	8%	1%
Cc1cc(NCCCN(C)C)n2c(nc3ccccc32)c1C#N	-3	-3	-3%	2%	6%[0.00184 µM]	u	12%
O=C(c1ccc(CSc2ccc(Cl)cc2)cc1)N1CCOCC1	69	20	1%	-1%	28%	u	0%
Cc1ccc(NC(=O)CSc2nc3[nH]ncc3c(=O)[nH]2)c(C)c1	38	5	-10%	3%	-8%	-6%	11%
CCCCOC(=O)c1ccccc1N1C(=O)C2C3CCC(C3)C2C1=O (configuration not stated)	15	-1	-1%	1%	-2%	2%	-7%
CC1CCCCN1C(=O)CCc1nnc(Cc2c[nH]c3ccccc23)o1 (configuration not stated)	8	7	-6%	2%	-1%	-2%	u
CS(=O)(=O)N1CCc2cc(C(=O)Nc3ccc(Br)cc3)ccc21	-5	5	0%	1%	-8%	u	u
CC1CN(CCC(=O)Nc2ccccc2F)CC(C)O1 (configuration not stated)	-4	-2	1%	0%	u	-5%	-9%
CC(C)c1nnc(NC(=O)c2nc(S(=O)(=O)Cc3ccccc3)ncc2Cl)s1	75*	67*	-5%&1%	1%	-11%	u	29%
O=C(CC(c1cccs1)S(=O)(=O)c1ccccc1)c1ccc(F)cc1 (configuration not stated)	33*	52*	0%	-17%	6%	36%[activator]	13%
CSC1=N/C(=C\c2ccc(Br)o2)C(=O)S1	-7	-3	-17%	4%	3%	2%	38%[activator]
CC1CCCN(S(=O)(=O)c2cccc([N+](=O)[O-])c2)C1 (configuration not stated)	-5	-2	3%	2%	-13%	8%	u
CCn1cc2nc(SCC(=O)Nc3ccc(F)cc3F)n(Cc3ccccc3)c(=O)c2n1	-6	9	3%	7%	u	9%	13µM*
COc1cccc(C=Nc2ccc3c(c2)CCC3)c1O	-2	9	-4%	-18%	33%[activator]	17%	3%
CCCCN1CCCCC1C(=O)Nc1c(C)cccc1C (configuration not stated)	x	x	-2%	x	-2%	-18%	1%

(continued)
SMILES	Shiga toxin inh	CHX counter	TbPYK inhibitor	LmPK inh	Pf growth 48h	HCV inh	Pf growth 96h
CCC1=Nc2cc(C(=O)NCC3CCCO3)ccc2Sc2ccc(Br)cc21 (configuration not stated)	-6	-12	-2%	7%	2.9µM*	u	u
Cc1ccc2nc3c(cc2c1)CC1(C(=O)N(C)C(=O)N(C)C1=O)C1CCCCN31 (configuration not stated)	69*	19*	4%	1%	43%[activator]	u	x
O=C(Nc1nc2ccccc2n1CCN1CCOCC1)c1ccccc1	18	10*	-2%	1%	-28%	-17%	0%
Cc1c(OCC(=O)NC(Cc2ccc(Cl)cc2)C(=O)O)ccc2c3c(c(=O)oc12)CCC3 (configuration not stated)	2	-2	-2%	10%	-19%	-4%	-22%
O=C1C2C3C=CC(CC3)C2C(=O)N1c1cccc(C(F)(F)F)c1 (configuration not stated)	-2	-3	0%	-1%	u	2%	109%[activator]
Cn1cc(C2CC(c3ccccc3)=NN2C(=O)c2ccccc2)c2ccccc21 (configuration not stated)	41	22*	2%	1%	8.3µM*	u	8.3µM*
NC(=O)CSc1nc2c(sc3ccccc32)c(=O)n1CCCC(=O)NCC1CCCO1 (configuration not stated)	-6	-1	-20%	-5%	u	12%	u
Cc1cc(C)cc(C(=O)N/N=C/c2ccoc2)c1	-16	7	-1%	-7%	-3%	-5%	45%[activator]
COc1ccc(NC(=O)C2CCC(=O)N2C(=O)OCc2ccccc2)cc1 (configuration not stated)	-4	-6	1%	6%	15%	12%	u
COc1cc(O)c(C(CCN2CCOCC2)c2ccc3c(c2)OCO3)c(OC)c1 (configuration not stated)	-3&-11	-3&-7	4%	-1%	1.7µM*	-27%[8.37 µM]	2.3µM*

Taken from above:
Result of Cc1ccc2nc3c(cc2c1)CC1(C(=O)N(C)C(=O)N(C)C1=O)C1CCCCN31 (configuration not stated) under CHX counter: 19*
Result of O=C1C2C3C=CC(CC3)C2C(=O)N1c1cccc(C(F)(F)F)c1 (configuration not stated) under LmPK inh: -1%
Result of COc1cc(O)c(C(CCN2CCOCC2)c2ccc3c(c2)OCO3)c(OC)c1 (configuration not stated) under Shiga toxin inh: -3&-11

As a short view, some entries already given:
SMILES	Shiga toxin inh	CHX counter	TbPYK inhibitor	LmPK inh	Pf growth 48h	HCV inh	Pf growth 96h
CCC1=Nc2cc(C(=O)NCC3CCCO3)ccc2Sc2ccc(Br)cc21 (configuration not stated)	-6	-12	-2%	7%	2.9µM*	u	u
Cc1ccc2nc3c(cc2c1)CC1(C(=O)N(C)C(=O)N(C)C1=O)C1CCCCN31 (configuration not stated)	69*	19*	4%	1%	43%[activator]	u	x
O=C(Nc1nc2ccccc2n1CCN1CCOCC1)c1ccccc1	18	10*	-2%	1%	-28%	-17%	0%
Cc1c(OCC(=O)NC(Cc2ccc(Cl)cc2)C(=O)O)ccc2c3c(c(=O)oc12)CCC3 (configuration not stated)	2	-2	-2%	10%	-19%	-4%	-22%
O=C1C2C3C=CC(CC3)C2C(=O)N1c1cccc(C(F)(F)F)c1 (configuration not stated)	-2	-3	0%	-1%	u	2%	109%[activator]

Next part:
SMILES	Shiga toxin inh	CHX counter	TbPYK inhibitor	LmPK inh	Pf growth 48h	HCV inh	Pf growth 96h
Nc1ccccc1Sc1ccc(C(=O)c2ccccc2C(=O)O)cc1[N+](=O)[O-]	14	0	u	5%	-27%	2%	u
CCOC(=O)c1ccc(NCc2nc3ccccc3[nH]2)cc1	73*	53*	-8%	-21%	16%	-17%	0%
Cn1c(CNC(=O)Nc2ccccc2Cl)nnc1SCc1ccccc1	-3	-2	-16%	-4%	-23%	6%	-13%
Cn1c(SCC(=O)NCc2ccccc2)nc2ccccc21	-7	-2	0%	3%	5%	14%	1%
Cc1ccc(S(=O)(=O)N2CCC(N3CCCCCC3)CC2)cc1	-4	-3	-9%	-1%	-21%	5%	u
CN1CCN(C(=O)c2ccc(CS(=O)(=O)c3c(Cl)cccc3Cl)o2)CC1	-2	-3	-7%	-1%	1%	-10%	u
O=C(CSc1n[nH]c(-c2cccs2)n1)N1CCCc2ccccc21	-15	-3	-1%	2%	-4%	-26%	u
CCN(CC(=O)Nc1cc(Cl)ccc1C)c1ncnc2sc(C)c(C)c12	-10	1	-7%	1%	u	25µM*	u
COc1ccc(C2=NOC(C(=O)Nc3cc(Br)ccc3O)C2)cc1OC (configuration not stated)	-3	-2	-2%	0%	15µM*	1%	2%
O=C(Nc1nc(-c2ccc(F)cc2)cs1)C1CCCO1 (configuration not stated)	104*	42*	3%	1%	88%[activator]	9%	107%[activator]
Cn1ccsc1=NC(=O)c1ccccc1OC(F)F	-22	9	-6%	-3%	-20%	9%	u

From PubChem BioAssay
